IDE cell activ: human IDE activators in live cells, primary screen, fluorescence polarization, HEK cells, FAbeta-B substrate | Insulin-degrading enzyme (Homo sapiens), P14735 | FAbeta-B cleavage; 0% vehicle, 100% cell-free pure enzyme wells | activation, % at 5.96 µM | 340,000 compounds, 0.073% hits;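 active = activation above the mean of all tested compounds plus 3 SD, set per screening campaign, cut at about 17% in these data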
NALP1 yeast inh: NALP1 inflammasome inhibitors in reconstituted yeast, colorimetric, S. cerevisiae, triplicate retest; S. cerevisiae NALP1/ASC/caspase-1 growth, X-gal OD620, 72 h; inhibition, % at 10 µM; 280,000 compounds, 0.61% hits; AID 2071, 2009; in the data active = inhibition mostly above about 24%, no sharp cut-off; inactive = mostly below about 32%; note: some compounds called inactive have numbers as strong as hits
IDE cell inh: human IDE inhibitors in live cells, primary screen, fluorescence polarization, HEK cells, FAbetaB substrate. AID 434962, 2010. 320,000 compounds, 0.41% hits. FAbetaB cleavage. inhibition, % at 5.59 µM;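 active = percent inhibition above the average of all tested compounds plus 3 SD, set per screening campaign, cut at about 16% in these data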;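 note: IDE supplied by intact live HEK cells; FP after avidin binding of uncleaved biotin substrate so inhibition keeps polarization high; 0% = DMSO wells and 100% = 60 µM reference IDE inhibitor Ii1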
IMP-1 inhibitor: IMP-1 metallo-beta-lactamase inhibitors, primary screen, biochemical, epi-absorbance readout, Pseudomonas aeruginosa enzyme; metallo-beta-lactamase IMP-1 (Pseudomonas aeruginosa); purified IMP-1, nitrocefin hydrolysis, epi-absorbance fluorescence; inhibition, % at 5.6 µM; 290,000 compounds, 0.45% hits; AID 1556, 2009;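 active = inhibition above the mean plus 3 SD of all compounds in the same screening run, cut at about 4.5% in these data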;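 note: 0% = IMP-1 with DMSO and 100% = DMSO wells lacking enzyme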
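System – purified recombinant IMP-1 beta-lactamase · Input – IMP-1 dispensed at 0.2 nM · Timing – 15 min preincubation plus 25 min reaction at 25 °C · Signal – Epi-absorbance fluorescence, 480 nm excitation, 530 nm emission · Measure – percent IMP-1 inhibition derived from blank-referenced optical density · Controls – Enzyme-plus-DMSO low control, enzyme-free DMSO high control · Replication – singlicate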
pCIP destab: p/CIP-EGFP fusion destabilizers, primary screen, fluorescence, F442A cells | Q05BA5 | 16 h | decrease of EGFP signal, % at 10 µM | 290,000 compounds, 0.01% hits | AID 1984, 2009;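 active = EGFP signal decrease of at least 30% at 10 µM or well 3 SD below plate mean, unless failing retest; inactive = the rest, including hits failing retest or dose response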; note: some compounds called inactive have numbers as strong as hits; many of its hits are not listed in these tables
GPR7 antagonist: GPR7 receptor antagonists, primary screen, cell-based, fluorescence, single concentration; Neuropeptides B/W receptor type 1 (Homo sapiens), P48145; 290,000 compounds, 1.1% hits; GPR7-expressing cells, fluorescence antagonist assay; inhibition, % at 4.4 µM; AID 1861, 2009; in the data active = inhibition above about 16%, passing the limit was not always enough;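 note: cells stimulated with the agonist NPW; 0% = agonist with vehicle and 100% = vehicle without agonist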
Target sequence (P48145 whole entry, looked up): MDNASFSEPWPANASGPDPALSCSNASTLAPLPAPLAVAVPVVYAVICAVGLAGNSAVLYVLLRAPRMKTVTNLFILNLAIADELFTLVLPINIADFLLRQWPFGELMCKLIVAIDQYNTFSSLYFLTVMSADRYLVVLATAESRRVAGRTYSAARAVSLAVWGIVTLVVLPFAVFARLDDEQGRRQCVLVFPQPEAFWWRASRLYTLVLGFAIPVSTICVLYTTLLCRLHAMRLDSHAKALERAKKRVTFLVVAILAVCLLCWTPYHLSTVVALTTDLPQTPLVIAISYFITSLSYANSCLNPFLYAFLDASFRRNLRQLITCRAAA
PHOSPHO1 inh: PubChem AID 1565; recombinant PHOSPHO1, absorbance phosphatase assay; Phosphoethanolamine/phosphocholine phosphatase (Homo sapiens), Q8TCT1; inhibition, % at 13.3 µM; 290,000 compounds, 1.1% hits; in the data active = inhibition above about 60%
Target sequence (Q8TCT1 whole entry, looked up): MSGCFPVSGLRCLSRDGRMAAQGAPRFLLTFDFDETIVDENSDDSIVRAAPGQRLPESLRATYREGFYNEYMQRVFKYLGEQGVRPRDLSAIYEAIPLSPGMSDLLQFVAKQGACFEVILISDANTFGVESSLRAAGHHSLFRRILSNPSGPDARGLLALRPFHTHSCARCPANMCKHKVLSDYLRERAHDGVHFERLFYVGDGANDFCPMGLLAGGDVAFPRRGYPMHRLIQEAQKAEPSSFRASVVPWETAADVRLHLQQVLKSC
VIM-2 inh: VIM-2 metallo-beta-lactamase inhibitors, primary screen, biochemical, epi-absorbance readout, Pseudomonas aeruginosa enzyme | inhibition, % at 5.6 µM | 290,000 compounds, 0.89% hits | purified VIM-2, nitrocefin hydrolysis, epi-absorbance fluorescence;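 active = inhibition above the mean of all tested compounds plus 3 SD, cutoff set per screening run, cut at about 7.5% in these data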;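 note: red hydrolysis product quenches plate fluorescence so inhibitors raise well fluorescence; 0% = enzyme with DMSO and 100% = DMSO without enzyme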
PfM18AAP inh: PfM18AAP inhibitors, malaria aminopeptidase, primary screen, biochemical, QFRET, recombinant enzyme; inhibition, % at 7.35 µM; 290,000 compounds, 1.2% hits; M18 aspartyl aminopeptidase (Plasmodium falciparum 3D7); H-Glu-NHMec fluorogenic cleavage; AID 1822, 2009;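 active = inhibition above the campaign mean inhibition over all tested compounds plus 3 SD, cut at about 28% in these data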;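 note: 0% = plate median of test compound wells and 100% = 2 mM ZnCl2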
* hit, by the source's call; x = not tested or not shown.

1	COCCNC(=S)N/N=C(\C)c1ccc(Cl)s1
2	C/C(CC(=O)Nc1ccc([N+](=O)[O-])cc1)=N\NC(=O)c1ccccc1[N+](=O)[O-]
3	CCc1cccc(CC)c1-n1c(SCC(=O)c2c(N)n(C)c(=O)n(C)c2=O)nnc1-c1cccnc1
4	COC(=O)c1c(N)sc(C(C)=O)c1C
5	Cc1ccccc1NC(=O)CSc1nnc(NC(=O)c2ccco2)s1
6	NC(=O)c1c(NC(=O)C2COc3ccccc3O2)sc2c1CCN(Cc1ccccc1)C2 (configuration not stated)

| screen / no. | 1 | 2 | 3 | 4 | 5 | 6 |
| --- | --- | --- | --- | --- | --- | --- |
| GPR7 antagonist | -14 | 8 | -7 | -8 | -9 | -3 |
| NALP1 yeast inh | x | 3 | 18 | 2 | 16 | 14 |
| pCIP destab | -7 | 13 | -7 | -10 | 5 | -15 |
| IMP-1 inhibitor | -2.9 | 0.9 | -4.2 | -3.0 | -1.6 | -3.1 |
| VIM-2 inh | -3.2 | -0.7 | -1.9 | 1.6 | -0.3 | -0.9 |
| PfM18AAP inh | 13 | 4 | 2 | -4 | -3 | 3 |
| IDE cell inh | -3 | -1 | 0 | 2 | 1 | 1 |
| IDE cell activ | 1 | 6 | 3 | 6 | 2 | 2 |
| PHOSPHO1 inh | 25 | 3 | -5 | 1 | 23 | 24 |

Limited to VIM-2 inh and GPR7 antagonist, for 2 of the compounds above:
cpd	mol	VIM-2 inh	GPR7 antagonist
5	Cc1ccccc1NC(=O)CSc1nnc(NC(=O)c2ccco2)s1	-0.3	-9
6	NC(=O)c1c(NC(=O)C2COc3ccccc3O2)sc2c1CCN(Cc1ccccc1)C2 (configuration not stated)	-0.9	-3

Back to the main list, repeating the 2 entries before the break.
5	Cc1ccccc1NC(=O)CSc1nnc(NC(=O)c2ccco2)s1
6	NC(=O)c1c(NC(=O)C2COc3ccccc3O2)sc2c1CCN(Cc1ccccc1)C2 (configuration not stated)
7	CC(C)CNC(=O)C(=O)NCC1OCCCN1S(=O)(=O)c1ccc2c(c1)OCCO2 (configuration not stated)
8	Cc1ccsc1C(=O)NCCc1ccc(S(N)(=O)=O)cc1
9	O=C(/C=C/c1ccc([N+](=O)[O-])cc1)NCc1ccc2c(c1)OCO2
10	COC(=O)c1ccc(NS(=O)(=O)NC(=O)c2c[nH]c3ccccc23)cc1
11	O=C(Cc1c[nH]c2ccccc12)NCc1ccc(Cl)cc1
12	C=CCNc1ncnc2ccc(Br)cc12

| screen / no. | 5 | 6 | 7 | 8 | 9 | 10 | 11 | 12 |
| --- | --- | --- | --- | --- | --- | --- | --- | --- |
| GPR7 antagonist | -9 | -3 | -9 | -6 | 3 | 5 | 2 | -8 |
| NALP1 yeast inh | 16 | 14 | 13 | 27 | -12 | 3 | 31 | 4 |
| pCIP destab | 5 | -15 | -7 | -11 | -1 | -3 | 4 | -11 |
| IMP-1 inhibitor | -1.6 | -3.1 | -2.6 | -0.5 | -2.5 | -1.4 | -0.2 | -3.1 |
| VIM-2 inh | -0.3 | -0.9 | -0.2 | 1.6 | -3.0 | -1.9 | -1.2 | -4.5 |
| PfM18AAP inh | -3 | 3 | -3 | -2 | 3 | -4 | -6 | 4 |
| IDE cell inh | 1 | 1 | -4 | -1 | 3 | 0 | 0 | 0 |
| IDE cell activ | 2 | 2 | 0 | -2 | 2 | -1 | -1 | 2 |
| PHOSPHO1 inh | 23 | 24 | 24 | -11 | 33 | 23 | -12 | 1 |

3 compounds already listed, sorted by length of the SMILES, low to high:
11	O=C(Cc1c[nH]c2ccccc12)NCc1ccc(Cl)cc1
10	COC(=O)c1ccc(NS(=O)(=O)NC(=O)c2c[nH]c3ccccc23)cc1
7	CC(C)CNC(=O)C(=O)NCC1OCCCN1S(=O)(=O)c1ccc2c(c1)OCCO2 (configuration not stated)

| screen / no. | 11 | 10 | 7 |
| --- | --- | --- | --- |
| GPR7 antagonist | 2 | 5 | -9 |
| NALP1 yeast inh | 31 | 3 | 13 |
| pCIP destab | 4 | -3 | -7 |
| IMP-1 inhibitor | -0.2 | -1.4 | -2.6 |
| VIM-2 inh | -1.2 | -1.9 | -0.2 |
| PfM18AAP inh | -6 | -4 | -3 |
| IDE cell inh | 0 | 0 | -4 |
| IDE cell activ | -1 | -1 | 0 |
| PHOSPHO1 inh | -12 | 23 | 24 |

Next compounds
13	CCC(=O)N(Cc1cc(=O)[nH]c2ccccc12)c1ccccc1
14	Cc1c(C)c2ccc(O[C@@H]3O[C@H](CO)[C@@H](O)[C@H](O)[C@H]3O)c(C)c2oc1=O
15	C/C(=N\Nc1ccc(S(N)(=O)=O)cc1[N+](=O)[O-])c1cccs1
16	CCCNC(=O)C12CCC(C)(C(=O)C1Br)C2(C)C (configuration not stated)
17	C/C(=N\NC(=O)c1cc(-c2ccc(C)s2)[nH]n1)c1ccco1
18	COc1ccccc1CCc1nnc(CCC(=O)NCC(C)Oc2cccnc2)o1 (configuration not stated)

| screen / no. | 13 | 14 | 15 | 16 | 17 | 18 |
| --- | --- | --- | --- | --- | --- | --- |
| GPR7 antagonist | -7 | -3 | 2 | -3 | -5 | -10 |
| NALP1 yeast inh | -7 | -4 | -11 | 27 | 20 | 6 |
| pCIP destab | -7 | -8 | -11 | -5 | -7 | 11 |
| IMP-1 inhibitor | -2.0 | -5.4 | 21* | 1.2 | -2.2 | -0.9 |
| VIM-2 inh | -2.0 | 3.9 | 12* | -1.6 | -1.5 | -0.8 |
| PfM18AAP inh | 5 | -6 | -1 | -10 | -2 | -5 |
| IDE cell inh | 5 | x | 7 | 0 | 3 | 3 |
| IDE cell activ | -2 | -3 | 3 | 2 | 3 | 5 |
| PHOSPHO1 inh | -103 | x | 2 | -2 | -2 | 10 |

19	Cc1nnc(SCC(=O)N2CCc3ccccc3C2)s1
20	CSc1ccc(Cl)c(C(=O)NC2CCCC2)c1
21	COc1ccc(N/N=C(/C#N)S(=O)(=O)c2nsc(C)c2C#N)cc1
22	O=C(Oc1ccnc2cc(Cl)ccc12)N1CCOCC1
23	Cc1ccc2c(COn3nnc4ccc(S(=O)(=O)N(C)C)cc43)cc(=O)oc2c1C
24	COc1ccc(/C=N/N2CCOCC2)cc1Cn1cc([N+](=O)[O-])cn1

| screen / no. | 19 | 20 | 21 | 22 | 23 | 24 |
| --- | --- | --- | --- | --- | --- | --- |
| GPR7 antagonist | 11 | 3 | 4 | 11 | -6 | 0 |
| NALP1 yeast inh | 6 | 14 | -10 | 12 | -1 | 4 |
| pCIP destab | -16 | -22 | -1 | 12 | 12 | 1 |
| IMP-1 inhibitor | -2.6 | -1.9 | -7.0 | -0.3 | 1.6 | -2.1 |
| VIM-2 inh | -6.0 | -1.3 | -1.4 | -0.8 | -1.4 | -1.7 |
| PfM18AAP inh | -13 | 1 | 13 | 0 | -2 | -1 |
| IDE cell inh | -1 | 5 | 3 | 5 | x | 4 |
| IDE cell activ | 4 | 0 | 4 | -3 | x | -1 |
| PHOSPHO1 inh | -6 | -17 | 26 | 2 | 7 | 28 |

25	COc1cccc(C(=O)Nc2nnc(S(=O)(=O)N(C)Cc3ccc(F)cc3)s2)c1
26	Cc1ccnc(NS(=O)(=O)c2ccc(NC(=O)C3COc4ccccc4O3)cc2)n1 (configuration not stated)
27	Cn1cc(CCC(=O)NC2CC(C)(C)Cc3c2cnn3-c2ccc(F)cc2)cn1 (configuration not stated)
28	N#Cc1cc(S(=O)(=O)c2ccccc2)c(N)[nH]c1=O

| screen / no. | 25 | 26 | 27 | 28 |
| --- | --- | --- | --- | --- |
| GPR7 antagonist | 7 | 4 | -5 | -16 |
| NALP1 yeast inh | 9 | 2 | 34 | 20 |
| pCIP destab | 6 | 4 | -8 | -5 |
| IMP-1 inhibitor | -2.5 | -4.7 | -1.3 | -2.2 |
| VIM-2 inh | -3.2 | -4.4 | -2.1 | -2.5 |
| PfM18AAP inh | -7 | -4 | -1 | 5 |
| IDE cell inh | 5 | 3 | x | -5 |
| IDE cell activ | 0 | -2 | 4 | -3 |
| PHOSPHO1 inh | 7 | 48 | x | -30 |

Arranged by the number under NALP1 yeast inh (lowest first): 3 of the compounds above
25	COc1cccc(C(=O)Nc2nnc(S(=O)(=O)N(C)Cc3ccc(F)cc3)s2)c1
28	N#Cc1cc(S(=O)(=O)c2ccccc2)c(N)[nH]c1=O
27	Cn1cc(CCC(=O)NC2CC(C)(C)Cc3c2cnn3-c2ccc(F)cc2)cn1 (configuration not stated)

| screen / no. | 25 | 28 | 27 |
| --- | --- | --- | --- |
| GPR7 antagonist | 7 | -16 | -5 |
| NALP1 yeast inh | 9 | 20 | 34 |
| pCIP destab | 6 | -5 | -8 |
| IMP-1 inhibitor | -2.5 | -2.2 | -1.3 |
| VIM-2 inh | -3.2 | -2.5 | -2.1 |
| PfM18AAP inh | -7 | 5 | -1 |
| IDE cell inh | 5 | -5 | x |
| IDE cell activ | 0 | -3 | 4 |
| PHOSPHO1 inh | 7 | -30 | x |

From PubChem
